L major viab = reduces viability of Leishmania major promastigotes. resazurin fluorescence viability. AID 1063. inhibition, % at 10 µM. 200,000 compounds, 9% hits; in the data active = inhibition above about 50%;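 note: promastigotes grown with compound for 44 hours at 28 °C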
An asterisk follows results filed as active.

(1) CCn1ncc(Br)c1C(=O)Nc1ccccc1C(=O)OC
- L major viab = 4

(2) C/C(Cn1cnc([N+](=O)[O-])n1)=N\NC(=O)c1ccccc1F
- L major viab = 0

(3) Cc1cc(C)c2c(n1)nn1c(N3CCN(c4cccc(Cl)c4)CC3)cc(C)nc21
- L major viab = -7

(4) CCCc1ccc(Oc2cc(N3CCOCC3)nc(-c3ccccc3)n2)cc1
- L major viab = -3

(5) Cc1cccn2c(=O)c3cc(C(=O)NCc4ccco4)c(=N)n(CCOCCO)c3nc12
- L major viab = -1

(6) CC(NC(=O)Cc1cccs1)C(c1cccs1)N1CCN(c2ccccc2)CC1 (stereo not drawn)
- L major viab = 17

(7) CCCOC(=O)CSc1nc(N)c(C#N)c(-c2ccco2)c1C#N
- L major viab = -6

(8) CC(=O)Nc1ccc2c3c(cccc13)CC2
- L major viab = -4

(9) CCOC(=O)C1=C(C)N=C2SCCC(=O)N2C1c1cc(Br)ccc1OC (stereo not drawn)
- L major viab = -4

(10) Cc1nnc(N2CCN(C)CC2)c2nn(-c3ccc(Cl)cc3)c(C)c12
- L major viab = 5

Grouped by structure: the entries above with bromine.
(1) CCn1ncc(Br)c1C(=O)Nc1ccccc1C(=O)OC
- L major viab = 4

(9) CCOC(=O)C1=C(C)N=C2SCCC(=O)N2C1c1cc(Br)ccc1OC (stereo not drawn)
- L major viab = -4

The listing continues:
(11) CCOP(=O)(OCC)C(C#N)=C1SCN(c2ccccc2)CS1
- L major viab = -9

(12) COCCn1c(SCc2nnc(-c3ccc(OC)c(OC)c3)o2)nc2sc3c(c2c1=O)CCC3
- L major viab = -3

(13) O=C(NCCCO)C12CC3CC(CC(C3)C1)C2
- L major viab = -7

(14) CC1(C)CC(=O)C(C=Nc2ccncc2)=C(O)C1
- L major viab = -6

(15) O=C(CN1CCOc2ccccc21)NC1CCCCCCC1
- L major viab = 12

(16) O=C(CN(C(=O)c1ccc(Cl)cc1Cl)N1C(=O)C2C3C=CC(C3)C2C1=O)c1ccc(F)cc1 (stereo not drawn)
- L major viab = 3

(17) N#Cc1cc(Oc2ccc(Cl)cc2)c(N2CCOCC2)cc1C#N
- L major viab = 2

(18) CCCCCn1c(N2CCC(Cc3ccccc3)CC2)nc2c1c(=O)[nH]c(=O)n2C
- L major viab = 99*

(19) Cc1sc2ncnc(NCC(c3ccco3)N(C)C)c2c1C (stereo not drawn)
- L major viab = 16

(20) O=C1c2cccc(Cl)c2C(=O)c2c1cccc2N1CCCC1
- L major viab = 0

(21) COc1cc(NCCCC(C)N)c2ncccc2c1 (stereo not drawn)
- L major viab = 21

(22) O=C(Nc1nccs1)c1cccc(S(=O)(=O)N2CCOCC2)c1
- L major viab = -2

(23) Nc1ccc(-n2c(N)c(C(=O)NCc3ccc4c(c3)OCO4)c3nc4ccccc4nc32)cc1
- L major viab = 0

(24) CN(C#N)c1nc(N2CCOCC2)nc(N2CCOCC2)n1
- L major viab = -2

(25) CC1=CC(C)(C)N2C(=O)C3(C(C#N)=C(N)Oc4cc(C)oc(=O)c43)c3cc(C)cc1c32 (stereo not drawn)
- L major viab = 91*

(26) CCOC(=O)N1CCN(C(=O)C2CCC(C(=O)N3CCN(C(=O)OCC)CC3)CC2)CC1 (stereo not drawn)
- L major viab = -6

(27) COc1ccc(-n2c(SCC(=O)Nc3ccccc3)nnc2-c2ccoc2C)cc1
- L major viab = 7

(28) CCCCCCn1c(CN2CCN(C(=O)OCC)CC2)nc2c1c(=O)n(C)c(=O)n2C
- L major viab = 6

(29) Cc1cc(C)c2c(n1)sc1c(N3CCOCC3)ncnc12
- L major viab = 7

(30) Cc1cccc2cc(CN(Cc3nnnn3C3CCCC3)C3CCCCC3)c(=O)[nH]c12
- L major viab = 13

(31) Cc1cccn2c(=O)c3cc(C#N)c(=N)n(CCCN4CCOCC4)c3nc12
- L major viab = 89*

(32) O=C(Nc1ccc(Cl)cn1)c1ccc(-c2ccc(Cl)c(Cl)c2)o1
- L major viab = -3

(33) COc1ccc(N(C(=O)c2ccco2)C(C(=O)NC2CCCCC2)c2ccccc2)cc1 (stereo not drawn)
- L major viab = 8

(34) CCOc1ccc(-n2cc(C(=O)Nc3cccc(C)n3)c3cc(OC)c(OC)cc3c2=O)cc1
- L major viab = 3

(35) COC(=O)c1ccc(Cl)c(NC(=O)CN(c2ccc(OC)cc2)S(=O)(=O)c2ccccc2)c1
- L major viab = 6

(36) COc1ccccc1NC(=O)COc1ccc(C(F)(F)F)cc1[N+](=O)[O-]
- L major viab = -7

(37) CCOc1cc(-n2cnnn2)c(OCC)cc1NC(=O)c1cc2ccc(N(CC)CC)cc2oc1=O
- L major viab = 2

(38) CC(C)(C(=O)c1ccccc1)/[N+]([O-])=C/c1ccc(Br)cc1
- L major viab = -4

(39) O=C1CCCC2=C1C(c1cccc(Br)c1)n1nc(-c3ccco3)nc1N2 (stereo not drawn)
- L major viab = 20

(40) CN(CC(=O)Nc1ccc(F)c(F)c1F)c1cnccn1
- L major viab = 10

(41) Cc1nc2sc(C(c3ccco3)N3CCc4ccccc4C3)c(O)n2n1 (stereo not drawn)
- L major viab = -2

(42) CCN1C(=O)/C(=C2\C=Cc3ccccc3N2CC)OC1=S
- L major viab = -4

(43) COc1ccc(C(=O)Oc2c(CN3CCOCC3)cc(Cl)c3cccnc23)cc1OC
- L major viab = 97*

(44) O=C(Nc1nnc(-c2ccc(Cl)s2)o1)C1CCCCC1
- L major viab = 25

(45) O=[n+]1c2c(n([O-])c3cc(F)c(N4CCCC4)cc31)CCC2
- L major viab = 14

(46) O=C(CN1C(=O)c2ccccc2C1=O)OCN1C(=O)c2ccccc2C1=O
- L major viab = 0

(47) COc1ccccc1S(=O)(=O)Cc1ccc(C(=O)NCCN(C)C)o1
- L major viab = -5

(48) CCC(=O)c1ccc(OC(=O)c2cccs2)cc1
- L major viab = -5

(49) CCOC(=O)c1cc(-c2ccncc2)nc2c1c(C)nn2-c1ccccn1
- L major viab = 100*

(50) CCOc1cc(-c2nc(-c3cc(OC)c(OC)c(OC)c3)no2)cc(OCC)c1OCC
- L major viab = -2

(51) CCCn1c(N)c(C(=O)CSc2nnc(-c3ccco3)n2Cc2ccccc2)c(=O)[nH]c1=O
- L major viab = -2

(52) CCOc1ccc2cc(C#N)c(SCC(=O)N3CCCC3)nc2c1
- L major viab = 25

(53) CCc1ccc(NC(=O)CSC2=C(C#N)C(c3ccc4c(c3)OCO4)CC(=O)N2)cc1 (stereo not drawn)
- L major viab = 15

(54) CC(C)(C)CC(C)(C)NCC(O)COc1ccc2c(c1)CCC2 (stereo not drawn)
- L major viab = 100*

(55) COc1ccc(-c2nnn(CCc3nn[nH]n3)n2)cc1
- L major viab = -4

(56) Cc1ccnc(N2CCN(c3c4c(c(C#N)c5nc6ccccc6n35)CCC4)CC2)c1
- L major viab = 0

(57) CCCC(=O)N1CCc2cc(OC)c(OC)cc2C1c1cc2cc3c(cc2[nH]c1=O)OCO3 (stereo not drawn)
- L major viab = -1

(58) COc1ccc(-c2c3c(=O)n(C)c(=O)n(C)c3c3nnc4ccccc4n23)cc1
- L major viab = 1

(59) Cc1nc(N2CCN(c3ncccn3)CC2)c2oc3ccccc3c2n1
- L major viab = -1

(60) COc1ccccc1NC(=S)NNC(=O)c1ccccc1
- L major viab = -5

Continued; the last 2 above are carried over.
(59) Cc1nc(N2CCN(c3ncccn3)CC2)c2oc3ccccc3c2n1
- L major viab = -1

(60) COc1ccccc1NC(=S)NNC(=O)c1ccccc1
- L major viab = -5

(61) N#C/C(=C/c1ccc(N2CCCCCC2)o1)c1ccc(F)cc1
- L major viab = 27

(62) NC(=O)C1(N2CCCCC2)CCN(C(=O)CSc2nc3ccccc3o2)CC1
- L major viab = 8

(63) CCC(=O)N1CCN(c2ccc(Cl)cc2NC(=O)c2ccc(Br)o2)CC1
- L major viab = -5

(64) Cc1cc(/C=C2/SC(=S)N(c3cccc(Cl)c3)C2=O)c(C)n1-c1cccnc1
- L major viab = 46

(65) C=C(C)c1cccc(C(C)(C)NC(=O)N2CCN(c3ncccn3)CC2)c1
- L major viab = 6

(66) N#Cc1c(NC(=O)CSc2ncccn2)oc(-c2ccccc2)c1-c1ccccc1
- L major viab = 4

(67) CC(=O)c1c(O)cc(C)n(Cc2ccccc2)c1=O
- L major viab = -8

(68) COc1ccc(C(=O)Nc2ccc(S(=O)(=O)N3CCc4ccccc43)cc2)cc1
- L major viab = 54*

(69) CN=C1SC(CC(=O)Nc2ccc(C(C)=O)cc2)C(=O)N1C (stereo not drawn)
- L major viab = 2

(70) CCOC(=O)N1CCN(C(=O)c2ccc3nc4cc(Cl)ccc4c(=O)n3c2)CC1
- L major viab = 2

Down the list, quoted from above:
L major viab, entries 63 to 68: -5, 46, 6, 4, -8, 54*

Ordered by SMILES length (low to high): part of the list above.
(61) N#C/C(=C/c1ccc(N2CCCCCC2)o1)c1ccc(F)cc1
- L major viab = 27

(69) CN=C1SC(CC(=O)Nc2ccc(C(C)=O)cc2)C(=O)N1C (stereo not drawn)
- L major viab = 2

(63) CCC(=O)N1CCN(c2ccc(Cl)cc2NC(=O)c2ccc(Br)o2)CC1
- L major viab = -5

(65) C=C(C)c1cccc(C(C)(C)NC(=O)N2CCN(c3ncccn3)CC2)c1
- L major viab = 6

(66) N#Cc1c(NC(=O)CSc2ncccn2)oc(-c2ccccc2)c1-c1ccccc1
- L major viab = 4

(70) CCOC(=O)N1CCN(C(=O)c2ccc3nc4cc(Cl)ccc4c(=O)n3c2)CC1
- L major viab = 2

(64) Cc1cc(/C=C2/SC(=S)N(c3cccc(Cl)c3)C2=O)c(C)n1-c1cccnc1
- L major viab = 46

The results go on:
(71) CC1(C)Cc2ccccc2-c2c1c(=O)n(-c1ccccc1)c1nnnn21
- L major viab = 14

(72) O=C1c2ccccc2-c2nc3ncnn3c(-c3ccccc3)c21
- L major viab = 2

(73) COc1ccccc1-c1coc2c(CN3CCN(CCO)CC3)c(O)ccc2c1=O
- L major viab = -2

(74) Cc1cc(C)nc(NC2=NCCN2C(=O)Nc2ccc(Cl)c(Cl)c2)n1
- L major viab = -4

(75) CC1CCCCN1C(=O)Cn1c(=O)oc2ccccc21 (stereo not drawn)
- L major viab = -7

(76) c1ccc(CSc2ncnc3c2oc2ccccc23)cc1
- L major viab = -1

(77) CC(=O)c1ccc(NC(=O)c2cnn3c(C(F)F)cc(C4CC4)nc23)cc1
- L major viab = -3

(78) COc1cccc(N/C=C/C(=O)c2ccc(Br)cc2)c1
- L major viab = -5

(79) CCN1C(=O)/C(=C2/Sc3ccc(OC)cc3N2C)SC1=Nc1ccc(C)cc1
- L major viab = -6

(80) Cc1cccc(C(=O)NCc2nnc(SCC(=O)N3CCN(c4ccccc4)CC3)n2C)c1
- L major viab = -7

(81) CCOc1ccc(N2CC(C(=O)Oc3ccccc3)CC2=O)cc1 (stereo not drawn)
- L major viab = -8

(82) Cc1cccc(NC(=S)NC(=O)C(c2ccccc2)c2ccccc2)n1
- L major viab = 3

(83) C=CCc1ccc(OCCOc2cccc(/C=N/n3cnnc3)c2)c(OC)c1
- L major viab = 6

(84) Brc1ccc(OCCOCCOc2cccc3cccnc23)cc1
- L major viab = 4

(85) N#Cc1c(N)nc2c(c1-c1ccncc1)CCCCCC2
- L major viab = -2

(86) Cc1cccn2c(=O)c3cc(C#N)c(=N)n(Cc4cccnc4)c3nc12
- L major viab = 25

(87) CCCCCn1c(=O)[nH]c2cc(C(=O)NCCN3CCOCC3)ccc2c1=O
- L major viab = 0

(88) COCCN1C(=O)c2oc3cc(C)c(C)cc3c(=O)c2C1c1ccc(O)cc1 (stereo not drawn)
- L major viab = 1

(89) CCOC(=O)CSc1nnc(-c2ccc(S(=O)(=O)NCc3cccs3)cc2)o1
- L major viab = -1

(90) O=C(C1CC(=O)N(C2CCCC2)C1)N1CCN(c2ccc(F)cc2)CC1 (stereo not drawn)
- L major viab = -4

(91) CCOC(=O)Cc1csc(NC(=O)CSc2nnc(-c3ccc(NS(=O)(=O)CC)cc3)o2)n1
- L major viab = 1

(92) COc1cc(C2c3c(oc4c(C)cc(C)cc4c3=O)C(=O)N2Cc2cccnc2)cc(OC)c1OC (stereo not drawn)
- L major viab = -10

(93) COCCNC(=O)C1CC(=O)N(c2ccc(F)c(Cl)c2)C1 (stereo not drawn)
- L major viab = -8

(94) COc1ccc2c(C)nc(Nc3nc(C)cc(=O)[nH]3)nc2c1
- L major viab = 100*

(95) CC(C)(C)c1ccc(OCC(O)CNC(=O)c2ccccc2C(=O)O)cc1 (stereo not drawn)
- L major viab = -6

(96) CNC(=O)c1c(O)c2cccc3c2n(c1=O)CC3
- L major viab = 8

(97) CC1CCN(C(=O)c2ccc(C(=O)N3CCC(C)CC3)cc2)CC1
- L major viab = -6

(98) CCc1cc(=O)oc2cc(OS(C)(=O)=O)ccc12
- L major viab = -2

(99) CC(=O)Nc1ccc2nc(N)sc2c1
- L major viab = -6

(100) O=C1CN(C(=O)c2ccco2)C(c2ccc(F)cc2)c2cc(Cl)ccc2N1 (stereo not drawn)
- L major viab = 33

(101) CC1=NC(=O)C(N=Nc2cccc3ccccc23)N1c1ccccc1 (stereo not drawn)
- L major viab = -7

(102) COc1ccccc1Nc1nc(-c2ccc([N+](=O)[O-])cc2)nc2ccccc12
- L major viab = 3

(103) Cc1cc(C)n2nc(C(=O)NCc3ccco3)nc2n1
- L major viab = 0

(104) CCOC(=O)C1=NNC(C(=O)c2ccccc2)C1c1ccc(OC)cc1 (stereo not drawn)
- L major viab = 28

(105) CCOP(=O)(OCC)c1nc(-c2ccc(C)cc2)oc1N1CCOCC1
- L major viab = -2

(106) CCN1CCN(CC(=O)Nc2cccc(C)c2)C(=O)C1=O
- L major viab = -7

(107) COc1ccccc1OCC(=O)Nc1nc(-c2ccc(S(=O)(=O)N3CCOCC3)cc2)cs1
- L major viab = 26

(108) O=c1cc(-c2ccccc2)n(S(=O)(=O)c2ccc3ccccc3c2)o1
- L major viab = -5

Screening data as filed in PubChem.

Not all compounds are listed; count on the stated rates, not on these rows.
